Epigenetic derep: regulators of epigenetic silencing causing reporter derepression in mouse cells. murine LDR cells, GFP reporter derepression, 30 h. Potency, µM (titrated, usually from 53.9 µM), for inactives: at the top dose GFP activation, most hits filed as activators. hit rate 0.2% among 280,000. AID 1865; also: potency is read from the fitted curve at half-maximal effect; % of control where 0% means no effect; nearly all actives have a fitted effect of over 60% in size
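GFP-positive cell count by laser-scanning cytometry (objects 20–120 um) after 30 h, 37 C compound exposure of murine LDR cells; reporter is CMV-GFP integrated at a silenced locus, inducible by HDAC or DNMT inhibitors.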
NPSR antagonist: neuropeptide S receptor (human) antagonism, cAMP; Q6W5P4; hit rate 1% among 220,000; Potency, µM (series often up to 38.3 µM), without a hit: at the highest dose activity change, negative = inhibition, most hits filed as inhibitors; AID 1461; CHO-NPSR cells, cAMP TR-FRET, antagonist mode; also: potency is read from the fitted curve at half-maximal effect; % is scaled to controls: 0 for no effect and ±100 for the full control effect; nearly all actives have a fitted effect of over 50% in size; many of its hits are not listed in these tables
TRb-SRC2 inh: TRbeta-SRC2 interaction inhibition; Potency, µM (titrated, usually from 106 µM), for inactives: at the highest dose activity change, negative = inhibition, hits mostly inhibitors; hit rate 0.065% among 280,000; AID 1469; TRbeta-SRC2 peptide binding, fluorescence polarization; receptor liganded with 1 µM T3;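 also: potency is read from the fitted curve at half-maximal effect; plate controls were bound peptide for no effect and peptide without receptor for full effect; nearly all actives have a fitted effect of over 50% in size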
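Binding of a 20-amino-acid Texas Red SRC2 peptide (20 nM) to TRb ligand-binding domain (0.6 uM) with agonist T3 at 1 uM was followed by fluorescence polarization after a 5 hr room-temperature incubation.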
GLA spleen mod: inhibits or activates alpha-galactosidase in human spleen homogenate. P06280. human spleen homogenate, 4MU-alpha-Gal fluorescence, 40 min. Potency, µM (top dose mostly 80 µM), for the others: at the highest dose activity change, negative = inhibition, usual class: inhibitors. hit rate 0.008% among 240,000. AID 2107;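 also: potency is read from the fitted curve at half-maximal effect; 0% = enzyme with vehicle and -100% = no enzyme basal signal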
Target sequence (P06280 32-429 limits assumed): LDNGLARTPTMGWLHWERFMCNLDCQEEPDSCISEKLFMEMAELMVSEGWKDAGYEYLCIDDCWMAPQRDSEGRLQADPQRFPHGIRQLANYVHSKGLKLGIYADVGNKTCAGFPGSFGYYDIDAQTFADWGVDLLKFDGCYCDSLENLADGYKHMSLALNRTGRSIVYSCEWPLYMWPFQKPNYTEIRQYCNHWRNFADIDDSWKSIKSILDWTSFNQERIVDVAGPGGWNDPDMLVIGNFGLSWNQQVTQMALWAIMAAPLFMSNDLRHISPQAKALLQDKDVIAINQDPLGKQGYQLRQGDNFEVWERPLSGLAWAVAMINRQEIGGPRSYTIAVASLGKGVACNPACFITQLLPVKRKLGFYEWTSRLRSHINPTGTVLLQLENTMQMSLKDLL
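Fluorogenic readout (Ex 365/Em 440 nm) of 4-methylumbelliferone released from 1 mM 4-MU-alpha-galactoside by spleen homogenate, 40 min at 37C, pH 5.0. Data normalized to no-enzyme and enzyme controls; Hill-equation AC50 from compound titrations.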
Tau fluor counter: counter-screen for tau fibril formation inhibitors; tau K18 P301L Alexa594 fluorescence, heparin fibrillization; Potency, µM (series often up to 57.7 µM), inactives show at the top dose activity change, negative = decrease; hit rate 0.93% among 280,000; also: potency is read from the fitted curve at half-maximal effect; % is scaled to controls: 0 for no effect and ±100 for the full control effect; nearly all actives have a fitted effect of over 55% in size
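Human tau K18 P301L (15 uM unlabeled, 0.24 uM Alexa 594-labeled) in 100 mM sodium acetate pH 7 with 20 uM heparin, 6 hr at 37 C. ThT 30 uM added, 1 hr ambient; Alexa 594 FP and total fluorescence read at 555/632 nm.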
Tau FP inhib: blocks human tau fibril formation measured by polarization; P10636; K18 P301L tau heparin fibrillization, Alexa594 FP, 6 h; Potency, µM (highest dose often 57.7 µM), inactives show at the highest dose activity, negative = inhibition, usual class: inhibitors; hit rate 0.39% among 280,000; AID 1468; also: potency is read from the fitted curve at half-maximal effect; % is scaled to controls: 0 for no effect and ±100 for the full control effect; nearly all actives have a fitted effect of over 55% in size
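Human K18 P301L fragment (15 uM unlabeled plus 0.24 uM Alexa 594-labeled) in 100 mM sodium acetate pH 7 with compound, aggregation induced by 20 uM heparin for 6 hr at 37 C. ThT (30 uM) added for 1 hr, then Alexa 594 FP read.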
TexasRed fluor: Texas Red fluorescence interference in TRb-SRC2 counter-screen; TRb/SRC2 Texas Red total fluorescence interference; Potency, µM (doses to about 106 µM), without a hit: at the highest dose fluorescence change, negative = quenching; hit rate 0.29% among 280,000; active = well fitted curve in either direction with a large enough effect; inconclusive = small, poorly fitted or top-dose-only effect; also: potency is read from the fitted curve at half-maximal effect; % is scaled to controls: 0 for no effect and ±100 for the full control effect
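Human TRb ligand-binding domain at 0.6 uM with 20 nM Texas Red SRC2 peptide in Tris buffer containing 1 uM T3 and 5% DMSO, incubated with compound 5 h at ambient temperature. Total fluorescence (555/632 nm) calculated as parallel + 2 × perpendicular.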
CBFb-RUNX1 inh: inhibitors of human CBF-beta and RUNX1 interaction; Q01196+Q13951; AlphaScreen CBFb-His/RUNX1-biotin binding, biochemical; Potency, µM (titrated, usually from 59.8 µM), inactives show at the top dose activity, negative = inhibition, usual class: inhibitors; 230,000 tested, under 10 active; AID 1477; also: % of control where 0% means no effect
Target sequence (Q01196 whole entry, looked up): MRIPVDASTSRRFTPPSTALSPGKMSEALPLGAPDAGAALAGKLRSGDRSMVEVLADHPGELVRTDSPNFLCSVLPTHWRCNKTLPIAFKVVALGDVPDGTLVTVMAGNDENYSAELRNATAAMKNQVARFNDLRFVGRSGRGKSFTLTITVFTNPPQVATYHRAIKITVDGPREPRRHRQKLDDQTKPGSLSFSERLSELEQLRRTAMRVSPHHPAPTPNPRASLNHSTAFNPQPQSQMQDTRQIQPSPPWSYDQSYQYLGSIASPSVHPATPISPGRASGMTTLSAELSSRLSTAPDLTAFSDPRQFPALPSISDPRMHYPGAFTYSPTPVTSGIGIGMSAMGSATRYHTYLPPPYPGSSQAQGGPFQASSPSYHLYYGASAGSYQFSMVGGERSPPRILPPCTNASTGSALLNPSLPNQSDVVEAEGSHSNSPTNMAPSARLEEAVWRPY
Target sequence (Q13951 whole entry, looked up): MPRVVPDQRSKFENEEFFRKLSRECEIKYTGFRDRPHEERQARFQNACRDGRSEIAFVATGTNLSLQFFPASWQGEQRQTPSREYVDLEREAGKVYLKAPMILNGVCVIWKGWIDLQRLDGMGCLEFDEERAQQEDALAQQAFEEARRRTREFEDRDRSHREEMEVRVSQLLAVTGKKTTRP
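CBF-beta (His) and RUNX1 (biotin), 30 nM each; 20 min preassociation; + compound, 15 min; + beads 50 ng each (Ni, streptavidin), 90 min; RT; AlphaScreen read.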
* = called active by the depositor; ? = inconclusive; · = not tested or not shown; [ ] = another dose, or the depositor's remark. Unless noted, calls follow the shape of the dose curve; as a rule, active = well fitted curve in the direction sought with a large enough effect; inconclusive = small, poorly fitted or top-dose-only effect, or another doubt; inactive = no such curve, though single readings can be large; an effect the other way counts as inactive or inconclusive.

SMILES	Epigenetic derep	NPSR antagonist	TRb-SRC2 inh	GLA spleen mod	Tau fluor counter	Tau FP inhib	TexasRed fluor	CBFb-RUNX1 inh
Cc1ccc(OCc2ccc(-c3nc(C#N)c(N4CCN(c5cccc(Cl)c5)CC4)o3)o2)cc1	-1.6%	·	-8%	·	-6%	6%	-54%	·
O=C1CN(C(=O)CSc2nnc(-c3ccccc3)n2Cc2ccc3c(c2)OCO3)c2ccccc2N1	-2.4%	-14%[46.1 µM]	3%	2%	-20%	?	-2%	-7%
CC(=O)N1CCCc2cc(S(=O)(=O)N3CCC(C(=O)NCc4ccccc4Cl)CC3)ccc21	2.2%	·	-3%	·	-13%	-2%	3%	·
O=C(C1=C(O)C(=O)N(CCCN2CCOCC2)C1c1ccccn1)c1cccs1 (stereo not given)	-1.1%	-23%[46.1 µM]	-23%	-1%	-14%	-1%	3%	4%
COc1ccc2cc(CCNC(=O)CC(C)(C)C)c(=O)[nH]c2c1	0.0%	4%	1%	-1%	-8%	-13%	0%	2%
CC(C)OC(=O)CSc1nnc(Cc2ccccc2)n1C	0.0%	9%[46.1 µM]	8%	1%	-3%	1%	2%	6%
N#CC(C#N)C(c1ccsc1)c1c(-c2ccccc2)[nH][nH]c1=O (stereo not given)	-1.1%	12%[46.1 µM]	-2%	0%	-24%	-7%	1%	9%
O=C1Cc2cc(S(=O)(=O)Nc3ccc(OC(F)(F)F)cc3)cc3c2N1CCC3	3.5%	·	3%	·	-23%	-6%	0%	·
Cc1oc2cc(O)ccc2c(=O)c1-c1cnn(-c2ccccc2)c1	-1.4%	-15%[46.1 µM]	-8%	13%	-12%	-13%	-4%	1%
O=C(Nc1ccc2c(c1)OCCO2)C1CCN(S(=O)(=O)c2ccc(Br)s2)CC1	0.1%	?	12%	5%	?	-1%	0%	-8%
O=CN1CCCN(Cc2nc(-c3cccc(Cl)c3)no2)CC1	11%	-19%	3%	6%	-7%	-2%	-2%	3%
CCc1ccc(CNC(=O)c2ccc3nc(C(C)C)oc3c2)cc1	-0.6%	·	9%	·	-14%	-1%	-29%	·
CCOC(=O)c1ccc(NC(=S)N2CCCC(C(=O)OCC)C2)cc1 (stereo not given)	-1.2%	-12%	2%	7%	-8%	0%	-3%	0%
O=C(c1cc(COc2ccc(F)cc2F)on1)N1CCCC(c2ccccc2)C1 (stereo not given)	0.0%	45%	2%	-5%	-22%	5%	-2%	?
O=C(NCc1ccco1)C1CCCN1S(=O)(=O)c1ccccc1C(F)(F)F (stereo not given)	-1.9%	4%	4%	1%	-16%	-8%	1%	-4%
CCC(CO)NCC(O)COCc1ccc2c(c1)OCO2 (stereo not given)	-5.9%	18%	0%	-1%	-11%	-3%	0%	0%
Cc1ccc(-n2ncc3c(NC4CCCC4)ncnc32)cc1	0.5%	·	7%	·	-14%	-13%	-2%	·
O=C(/C=C/c1ccccc1)NCCOc1ccccc1	0.9%	2%	1%	-8%	-7%	0%	7%	24%
Cc1cc(C(F)(F)F)nc(SCCN2CCOCC2)c1C#N	8.2%	-8%	2%[53 µM]	4%	-2%	3%	-1%[53 µM]	8%
N#C/C(=C(/O)c1ccc([N+](=O)[O-])s1)c1nc2ccccc2[nH]1	-0.3%	-7%	-1%	4%	-29%	5%	0%	-7%
CSc1ccc(OC2CCCCC2NS(=O)(=O)c2ccc(Cl)cc2)cc1 (stereo not given)	-1.6%	-20%	-7%	-3%	-20%	2%	1%	-5%
NC(=O)C[n+]1cccc(CNC(=O)c2ccc(OC(F)F)cc2)c1	-3.8%	10%	12%	-9%	5%	5%	-3%	18%
Cc1nc(NC(=O)COc2ccccc2)sc1C(=O)Nc1ccccc1	1.3%	-18%[46.1 µM]	4%	2%	5%	2%	-2%	7%
O=C1c2ccccc2COc2ccc(O)cc21	-1.1%	4%[46.1 µM]	-11%	6%	-8%	9%	-4%	-5%
C1CC1Cc1noc(CN2CCN(C3C4CC5CC(C4)CC3C5)CC2)n1 (stereo not given)	-0.3%	-4%	-7%[53 µM]	1%	-5%	-3%	-1%[53 µM]	4%
COC1(C2=NCCN2)COc2ccccc2O1 (stereo not given)	0.0%	10%[46.1 µM]	2%	17%	-1%	-5%	-1%	-21%
CCc1sc(C(=O)Nc2cccc(C(C)=O)c2)cc1C	-1.1%	2%	-2%	9%	-14%	-2%	4%	2%
O=C1c2cc(Br)ccc2O[C@@H](c2ccc3c(c2)OCO3)[C@@H]1O	0.0%	·	4%	7%	-3%	-3%	-1%	?
Cc1cccc(N2CCc3c2nc2ccc(Br)cc2c3N)c1	1.2%	-9%[46.1 µM]	3%	2%	16µM*[quencher]	?	-10%	1%
CCOC(=O)c1c(NC(=O)COC(=O)c2cc(OC)c(OC)cc2[N+](=O)[O-])sc(C)c1C	-0.3%	-16%	0%	1%	-5%	7%	0%	5%
CCc1ccc(S(=O)(=O)c2nnn3c2nc(Nc2cc(OC)ccc2OC)c2sccc23)cc1	-1.5%	·	2%	·	-11%	-5%	-2%	·
C=CCN1C(=O)C(CC(=O)Nc2ccccc2F)S/C1=N\c1nccs1 (stereo not given)	1.7%	1%	1%	2%	26%	-14%	0%	-1%
CC1Cc2nc(SCC(=O)c3ccccc3)n(Cc3ccccc3)c(=O)c2S1 (stereo not given)	-0.8%	5%[46.1 µM]	-15%	4%	-19%	-4%	-2%	-10%
COc1cc(-c2nc3cnccn3c2Nc2ccc3c(c2)OCCO3)ccc1O	0.6%	-27%[46.1 µM]	-2%	-2%	?	9%	-4%	-7%
COC(=O)c1cn(NC(=O)c2cc(OC)cc(OC)c2)c(=O)c2ccccc12	-0.5%	-12%[46.1 µM]	7%	4%	-10%	-3%	1%	3%
COc1cccc(C(=O)Nc2nnc(S(=O)(=O)N3CCCC3)s2)c1	0.8%	·	0%	·	-7%	1%	-16%	·
CCOc1ccc(CC(=O)NCCS(=O)(=O)N2CCN(c3ccc(OC)cc3)CC2)cc1	-1.7%	·	-2%	·	1%	-1%	-1%	·
CCOC(=O)C1=NNC2C(=O)N(CC)C(=O)C12 (stereo not given)	-1.1%	4%[46.1 µM]	8%	1%	-2%	-2%	-1%	0%
CN(c1ccccc1)c1cc(=O)[nH]c(=O)[nH]1	0.9%	11%	-1%	-1%	7%	6%	1%	4%
COc1ccc(OC2C=CC(C#Cc3ccc(Br)cc3)OC2CO)c(C(C)(C)C)c1 (stereo not given)	0.0%[10.1 µM]	·	6%[11.2 µM]	-8%[17.5 µM]	-24%[11.6 µM]	-2%[11.6 µM]	1%[11.2 µM]	-1%[13.1 µM]
N#C/C(=C\c1cn(Cc2cccc(F)c2)c2ccccc12)C(=O)NCc1ccco1	7.0%	-24%	-6%	?	-4%	-12%	-6%	-8%
O=S(=O)(Nc1nc2ccccc2[nH]1)c1ccc2ccccc2c1	1.2%	-2%[46.1 µM]	-7%	-5%	-27%	-12%	2%	-6%
COc1ccc(S(=O)(=O)CCC(=O)NCCc2ccc(S(N)(=O)=O)cc2)cc1	0.0%	-3%[46.1 µM]	-2%	0%	7%	3%	1%	3%
O=P(C1=C(N2CCOCC2)/C(=C\c2ccccc2)CC1)(N1CCOCC1)N1CCOCC1	-1.0%	-3%[46.1 µM]	1%	-13%	-1%	-4%	-5%	2%
Cc1ccc2nc(/C(C#N)=C/c3ccc(-c4ccc(F)cc4F)o3)[nH]c2c1	?	·	-2%	·	-18%	-6%	-29%	·
O=[N+]([O-])c1ccccc1CNc1ccc(F)c(Cl)c1	-3.0%	-3%	-4%	9%	?	4%	-1%	-8%
O=C(Nc1nc(-c2nc3ccccc3s2)cs1)C1COc2ccccc2O1 (stereo not given)	0.0%	-4%[46.1 µM]	5%	1%	-30%	-14%	-2%	-2%
COCCNc1nc(C)nc2c1nc(-c1ccccc1)n2CCN1CCCCC1	1.0%	·	2%	1%	-2%	5%	1%	3%
CC(=O)c1ccc(NC(=O)Cn2c3ccccc3c3nc(=O)cc(C)n32)cc1	-1.0%	-9%	2%	5%	-3%	-3%	-4%	7%
COc1cccc(-n2c(SCC(=O)Nc3cc(C)on3)nc3c([nH]c4ccccc43)c2=O)c1	-1.0%	-23%	0%	-5%	2%	1%	-1%	-2%
Later entries.
SMILES	Epigenetic derep	NPSR antagonist	TRb-SRC2 inh	GLA spleen mod	Tau fluor counter	Tau FP inhib	TexasRed fluor	CBFb-RUNX1 inh
COc1cccc(NC(=O)c2ncn[nH]2)c1	-2.1%	-2%[46.1 µM]	-13%	1%	0%	2%	1%	2%
CC(C)(C)NC(=O)NC(=O)COc1ccccc1C#N	0.0%	?	7%	18%	1%	-1%	-3%	-5%
CCSC(SCC)[C@H](O)[C@@H](O)[C@H](O)[C@H](O)CO	0.9%	19%	-4%	-3%	-6%	3%	-6%	29%
O=C(c1cc2c(F)cccc2s1)N1CCCC1	-1.3%	3%	-1%	-5%	1%	2%	-2%	-4%
COc1ccc(-c2coc3c2c(C)cc2oc(=O)cc(C)c23)cc1	-1.0%	·	-6%	·	-17%	-10%	-10%	·
COC(=O)C1C(=O)OC(C)(C)C1C(C)C(=O)c1ccc(C)cc1C (stereo not given)	-1.7%	3%	9%	-3%	-13%	-1%	0%	6%
CCCCCCn1c(COc2ccccc2F)nnc1SCC(=O)N1c2ccccc2NC(=O)C1(C)C	-0.9%	?	2%	2%	?	-6%	-1%	-2%
Clc1ccc2oc(-c3ccccn3)nc2c1	4.0%	-1%[46.1 µM]	-1%	-8%	12%	6%	-8%	5%
CCOC(=O)C1CCN(S(=O)(=O)c2cc3c4c(c2)C(C)C(=O)N4CCC3)CC1 (stereo not given)	1.3%	·	-7%	·	0%	-6%	0%	·

Screening data deposited in PubChem by National Center for Advancing Translational Sciences (NCATS).

These rows are one share of the data; the hit share may differ from the screen's.
